# Vif-A3F inh: inhibitors of Vif-A3F interaction; 390,000 compounds, 0.2% hits; Potency, µM (series often up to 46.1 µM), for inactives: top-dose activity, negative = active; HeLa A3F-eYFP + Vif (tagged APOBEC3F with the HIV-1 protein that degrades it), YFP fluorescence increase; AID 602313; also: potency is read from the fitted curve at half-maximal effect; % of control where 0% means no effect; nearly all actives have a fitted effect of over 65% in size
#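 Fluorescence increase (Ex 488/Em 500-530) after overnight compound treatment at 37 deg C flags inhibition of Vif-driven A3F-eYFP loss in stable HeLa A3F-eYFP/Vif cells seeded overnight beforehand.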
# GRP78 ERSR act: induces the endoplasmic reticulum stress response in human glioma cells; U87-MG GRP78 promoter luciferase reporter, 16 h; Potency, µM, for inactives: top-dose activation, usual class: activators; 420,000 compounds, 0.02% hits; also: potency is read from the fitted curve at half-maximal effect; series mostly up to about 76 µM; % of control where 0% means no effect; nearly all actives have a fitted effect of over 35% in size
#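 Stably transfected U87-MG glioma cells carrying a GRP78-based luciferase sensor; 16 h compound incubation. Luminescence end-point read 10 min after Bright-Glo addition at room temperature.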
# RXFP1 antag: blocks the human relaxin receptor RXFP1; HEK293-RXFP1, relaxin-stimulated cAMP HTRF, 30 min; stronger effect = lower value; activity change, negative = inhibition, % at 57.5 µM; 350,000 compounds, 0.59% hits; AID 1259400;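 active = activity change of -60% or lower, but not beyond a set lower limit; inconclusive = change between -60% and -40%, or beyond the set limit; inactive = change above -40%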; also: % is scaled to controls: 0 for no effect and ±100 for the full control effect
# RXFP1 ag: activates the human relaxin receptor RXFP1; Q9HBX9; HEK293T-RXFP1 cAMP TR-FRET, 30 min; response scale: percent of porcine relaxin response, buffer zero; Potency, µM (highest dose often 57.5 µM), for the others: top-dose activation, actives largely listed as activators; 370,000 compounds, 0.3% hits; AID 2676; also: potency is read from the fitted curve at half-maximal effect; % is scaled to controls: 0 for no effect and ±100 for the full control effect; nearly all actives have a fitted effect of over 60% in size; many of its hits are not listed in these tables
#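 HEK293 cells stably expressing RXFP1, treated 30 min at 37C with compounds plus PDE4 inhibitor Ro 20174; cAMP measured by HTRF TR-FRET. Normalized to buffer and 29 nM porcine relaxin; EC50 by Hill fit.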
# D2 PAM: positively modulates the human D2 dopamine receptor allosterically | HEK293 T-REx D2, calcium flux, EC20 dopamine potentiation | potentiation, % at 10 µM | 340,000 compounds, 0.34% hits | AID 485347;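 active = potentiation over 3 SD above the plate norm, cut at about 30% in these data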; also: 0% is about no effect
# Target sequence (P14416 whole entry, looked up): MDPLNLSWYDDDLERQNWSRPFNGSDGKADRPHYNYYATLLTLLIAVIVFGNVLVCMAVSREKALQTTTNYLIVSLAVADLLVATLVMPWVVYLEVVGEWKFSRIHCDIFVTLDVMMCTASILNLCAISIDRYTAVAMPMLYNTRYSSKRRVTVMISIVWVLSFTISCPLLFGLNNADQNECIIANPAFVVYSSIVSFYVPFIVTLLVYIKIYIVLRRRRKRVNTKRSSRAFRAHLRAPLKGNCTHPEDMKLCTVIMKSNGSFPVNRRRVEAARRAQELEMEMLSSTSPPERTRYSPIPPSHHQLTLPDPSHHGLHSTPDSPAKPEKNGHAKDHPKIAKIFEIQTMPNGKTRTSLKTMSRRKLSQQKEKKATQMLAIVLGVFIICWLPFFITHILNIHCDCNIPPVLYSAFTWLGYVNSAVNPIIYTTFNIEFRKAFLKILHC
#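 Cells plated with tetracycline inducer and held overnight at 30 C; calcium dye loaded 30–90 min at room temperature; baseline taken, compound added and read 180 s; EC20 dopamine then added and read 180 s.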
# D1 antag: human D1 dopamine receptor antagonism; P21728; HEK293 TREx D1 cells, calcium flux, dopamine EC80; stronger effect = lower value; activity change, negative = inhibition, % at 10 µM; 360,000 compounds, 3.2% hits; in the data active = activity change below about -30%; also: % is scaled to controls: 0 for no effect and ±100 for the full control effect
# Target sequence (P21728 whole entry, looked up): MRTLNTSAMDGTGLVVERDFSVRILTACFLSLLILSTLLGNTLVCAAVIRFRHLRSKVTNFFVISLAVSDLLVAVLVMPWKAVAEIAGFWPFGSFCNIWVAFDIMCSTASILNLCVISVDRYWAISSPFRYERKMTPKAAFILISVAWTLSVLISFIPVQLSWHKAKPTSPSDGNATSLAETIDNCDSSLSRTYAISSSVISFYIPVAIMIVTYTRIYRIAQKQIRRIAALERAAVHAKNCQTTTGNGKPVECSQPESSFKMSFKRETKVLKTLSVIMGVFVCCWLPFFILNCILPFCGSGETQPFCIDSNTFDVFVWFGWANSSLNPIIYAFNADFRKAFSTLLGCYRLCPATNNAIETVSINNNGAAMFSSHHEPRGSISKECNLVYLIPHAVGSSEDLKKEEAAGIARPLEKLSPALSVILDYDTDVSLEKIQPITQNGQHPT
#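 Calcium flux readout: force-coupled, inducible Hek293 Trex D1 line, cells induced overnight at 30 C with tetracycline, dye-loaded 30–90 min at RT. Antagonism scored against EC80 dopamine challenge given 180 s after compound.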
# Vif-APOBEC3G blk: Vif-A3G binding inhibition; Q9HC16; HeLa A3G-eYFP + Vif (tagged APOBEC3G with the HIV-1 protein that degrades it), YFP fluorescence, overnight; Potency, µM (titrated, usually from 46.1 µM), inactives show at the highest dose activity, negative = active, hits mostly inhibitors; 410,000 compounds, 0.076% hits;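 also: potency is read from the fitted curve at half-maximal effect; % is scaled to controls: 0 for no effect and ±100 for the full control effect; nearly all actives have a fitted effect of over 60% in size; hits raise eYFP signal because A3G escapes Vif-driven loss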
#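 Read-out is eYFP fluorescence (Ex 488/Em 500-530) from Vif-expressing HeLa A3G-eYFP cells; more signal means A3G escaped Vif-mediated degradation. Cells plated overnight, compound pinned in, incubated overnight at 37 deg C.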
# D1 agonist: activates the human D1 dopamine receptor; HEK293 T-REx D1 cells, calcium flux, agonist mode; activation, % at 2 µM; 360,000 compounds, 1% hits; AID 504660; in the data active = activation above about 30%; also: 0% is about no effect
#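 Inducible HEK293 T-REx D1 cells, force-coupled to calcium signalling, were plated at 4000 cells/well with tetracycline and held overnight at 30 C. After no-wash calcium dye loading, compound-evoked calcium rise over 180 s flagged agonists.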
# D1 potentiator: human D1 dopamine receptor positive modulation; P21728; HEK293 TREx D1 cells, calcium flux, dopamine EC20 potentiation; potentiation, % at 10 µM; 360,000 compounds, 0.036% hits; AID 504651; in the data active = potentiation above about 30%; also: 0% is about no effect
# * marks the source's active call; other numbers are inactive results; ? = inconclusive; . = not tested or not shown; & = joins results of further samples. Unless noted, calls follow the shape of the dose curve; as a rule, active = well fitted curve in the direction sought with a large enough effect; inconclusive = small, poorly fitted or top-dose-only effect, or another doubt; inactive = no such curve, though single readings can be large; an effect the other way counts as inactive or inconclusive.
SMILES,Vif-A3F inh,GRP78 ERSR act,RXFP1 antag,RXFP1 ag,D2 PAM,D1 antag,Vif-APOBEC3G blk,D1 agonist,D1 potentiator
CCn1cc(CCC(=O)NCc2ccccc2OC)c2ccccc21,3.6%&1.7%,0.4%&-0.6%,2.5&-1.9,3.5%&-0.1%,5.7&2.0,-2.4&4.2,-8.2%&-2.5%,0.7&1.2,-5.6&-3.1
Cc1sc2nc(C(C)(C)C)oc(=O)c2c1C,-1.4%,-2.1%,-10.0,-0.2%,-0.2,-14.5,2.1%,-0.8,-0.6
COC(=O)CCCNC(=O)c1ccc(S(=O)(=O)NCc2ccco2)cc1,-2.4%,0.3%,-13.2,0.8%,-3.1,-8.4,-4.7%,2.1,-2.5
COCCNC(=O)Cn1nc(C(F)(F)F)c(Br)c1C,4.9%,-1.0%,21.4,0.0%,-7.4,-14.3,1.2%,-2.6,-6.5
Cc1ccc(NC(=S)Nc2ccc(S(=O)(=O)Nc3ncccn3)cc2)c(C)c1,-3.5%,-4.1%,18.9,0.5%,-4.8,-23.4,-0.4%,0.8,-11.6
CCCCCCC1CC(CC(=O)Nc2ccc([N+](=O)[O-])cc2)C(=O)O1 (configuration not stated),-0.1%,0.5%,-8.8,0.1%,14.3,-19.4,0.0%,6.9,-5.7
O=C(CSc1nc2ccccc2c(=O)n1-c1ccccc1Cl)NCC1CCCO1 (configuration not stated),5.8%,-3.1%,7.8,0.6%,1.2,17.1,0.0%,1.1,-6.1
Cc1ccc(C)c(OCCC(=O)N2CCN(S(=O)(=O)c3ccc([N+](=O)[O-])cc3)CC2)c1,-1.0%,-3.7%,1.0,-0.2%,-6.8,-32.6*,-0.8%,2.9,2.1
O/N=C1/CCSc2ccccc21,.,-2.0%,0.9,-0.5%,5.7,4.2,-9.2%,5.1,-3.2
COc1ccc(S(=O)(=O)N2CCCC(C(=O)N3CCN(Cc4ccccc4)CC3)C2)cc1Cl (configuration not stated),-1.1%,-4.2%,8.9,.,.,.,-0.2%,.,.
CC(C)CCCC(C)NC(=O)c1cc(S(=O)(=O)N2CCCCC2)ccc1N1CCOCC1 (configuration not stated),6.0%,-2.0%,-2.6,2.3%,7.5,9.2,0.8%,0.7,-4.2
N#Cc1c(N)nc2c(c1-c1ccncc1)CCCC2,1.2%,-0.8%,1.5,1.6%,0.8,19.6,0.2%,4.9,1.1
COc1cc(S(=O)(=O)NCc2cccnc2)ccc1F,5.9%,-0.8%,3.1,1.8%,-6.0,.,0.9%,0.3,-2.6
Cc1c(OCC(=O)NCc2ccccn2)ccc2c3c(c(=O)oc12)CCCC3,5.3%,-2.5%,-7.9,0.9%,12.4,5.3,0.4%,-0.2,0.5
COc1ccc(NC(=O)CSc2nc3nc(C)cc(C)c3c(=O)[nH]2)cc1,-20.1%,-1.8%,4.0,-1.1%,4.3,11.6,-0.2%,-0.2,4.3
O=C(Nc1ccccc1N1CCN(c2ccc(F)cc2)CC1)c1ccccc1,2.2%,-2.4%,-8.5,1.5%,-3.6,-1.6,-0.9%,1.8,12.3
Cc1ccc(F)cc1NC(=O)CCC(=O)c1cccs1,0.8%,-0.2%,4.5,0.6%,-5.0,-0.5,-4.0%,3.2,2.5
Cn1cccc1C(=O)NCCc1ccccc1,0.4%,-10.8%,-12.6,-2.3%,-4.1,-2.2,2.9%,0.7,1.6
Nc1c(C(=O)Nc2ccccc2Cl)c2ccccn2c1C(=O)c1ccc(Cl)cc1,.,.,-1.4,-0.3%,6.7,-16.2,.,1.1,-1.8
Cc1ccc(NC(=S)NC(=O)C2CC2)cc1Cl,1.0%,1.1%,-8.1,-0.6%,-0.3,-72.6*,-7.5%,1.1,-5.2

# Filtered by structure, the compounds so far with an aryl thioether with sulfur outside any ring
SMILES,Vif-A3F inh,GRP78 ERSR act,RXFP1 antag,RXFP1 ag,D2 PAM,D1 antag,Vif-APOBEC3G blk,D1 agonist,D1 potentiator
O=C(CSc1nc2ccccc2c(=O)n1-c1ccccc1Cl)NCC1CCCO1 (configuration not stated),5.8%,-3.1%,7.8,0.6%,1.2,17.1,0.0%,1.1,-6.1
COc1ccc(NC(=O)CSc2nc3nc(C)cc(C)c3c(=O)[nH]2)cc1,-20.1%,-1.8%,4.0,-1.1%,4.3,11.6,-0.2%,-0.2,4.3

# Next compounds follow:
SMILES,Vif-A3F inh,GRP78 ERSR act,RXFP1 antag,RXFP1 ag,D2 PAM,D1 antag,Vif-APOBEC3G blk,D1 agonist,D1 potentiator
O=C(OCC(=O)c1ccc(Cl)s1)c1cnccn1,3.5%,-0.7%,-9.1,15.1%,2.6,-25.3,-0.3%,1.8,2.0
CCOC(=O)c1nn(-c2ccc(Cl)cc2)c(=O)c(C#N)c1C,1.2%,-3.9%,-5.2,1.0%,-0.9,-12.6,1.5%,-0.1,0.7
CCC(C)C(=O)Nc1nc2ccc(OC)cc2s1 (configuration not stated),8.7%,1.4%,-22.1,1.9%,10.4,1.5,0.6%,0.4,4.9
O=C(N/C(=C\c1ccco1)C(=O)N1CCCC1)c1cccs1,1.3%,8.5%,4.2,0.0%,-1.4,11.5,1.9%,0.3,-1.4
O=C1c2[nH]nc(-c3ccccc3O)c2C(c2cccc(Cl)c2)N1Cc1ccco1 (configuration not stated),-2.8%,-0.4%,-22.2,1.2%,7.8,1.0,-20.8%,0.9,6.1
CN(CCNS(=O)(=O)c1ccc2c(c1)oc(=O)n2C)Cc1ccccc1,2.3%,-2.9%,-1.1,-0.4%,-6.0,-10.5,3.8%,4.7,-9.1
O=C(Cn1cnc2sc(-c3ccccc3)cc2c1=O)N1CCOCC1,4.9%,-2.7%,34.4,-0.8%,2.8,9.0,1.9%,-1.2,1.9
CN(Cc1ccc(F)cc1)C(=O)c1cccc(S(=O)(=O)N2CCN(c3ccc(F)cc3)CC2)c1,-4.4%,-4.1%,-11.2,0.5%,-2.1,-26.2,3.9%,5.0,0.8
COC(=O)c1cnc(Oc2ccc(NC(=O)NC(=O)c3c(OC)cccc3OC)cc2)cc1C(F)(F)F,-15.0%,-5.4%,6.0,-0.1%,9.4,-54.4*,?,2.4,-10.9
COC(=O)c1ccccc1NC(=O)NC1CCC(C)CC1 (configuration not stated),2.2%,5.5%,-1.8,1.1%,3.5,-6.0,-6.1%,2.9,-6.1
CC(SC(C)C(=O)NN=Cc1ccc(F)cc1)C(=O)NN=Cc1ccc(F)cc1 (configuration not stated),1.4%,-2.5%,-5.5,.,.,.,0.5%,.,.
CCCn1c(SCC(=O)Nc2sc(C)c(C)c2C(=O)OCC)nc2c1c(=O)n(C)c(=O)n2C,-4.5%,-4.9%,-4.3,0.1%,1.2,8.2,-7.8%,-0.5,3.3
CC1CCCN(C(=O)C2CCN(CC3CC=CCC3)CC2)C1 (configuration not stated),0.4%,-5.3%,-14.5,0.4%,4.2,3.5,0.6%,2.9,-2.5
CCc1ccc(NC(=O)Cn2ccn(-c3cccc(Cl)c3)c(=O)c2=O)cc1,0.6%&5.6%,-5.3%&-3.1%,1.3&4.0,?,-3.8&4.7,6.2&-8.3,-0.4%&-2.6%,2.4&20.5,-1.1&-5.0
COc1ccc(CC(=O)OCC(=O)N2CCCc3ccccc32)cc1OC,2.9%,-0.5%,4.3,1.2%,6.8,-8.5,-1.1%,3.1,-7.0
COc1ccc(NC(=O)c2ccc(Br)c(S(=O)(=O)N3CCOCC3)c2)cc1,-12.1%,-3.2%,-8.5,3.1%,33.4*,-4.1,1.6%,1.3,-3.2
Cc1ccc(C)c(NC(=O)c2cc(-c3cc(C)c(C)cc3O)n[nH]2)c1,?,6.9%,-3.3,3.4%,.,-0.3,0.3%,5.9,-2.2
O=C(CCNS(=O)(=O)c1ccccc1)NNC(=O)COc1ccc(Cl)cc1,-2.8%,-2.7%,-4.3,1.2%,15.6,-6.4,-0.3%,1.6,-5.2
CCOCCCn1c(=NC(=O)c2ccc(OC)c(OC)c2)c(C#N)cc2c(=O)n3cccc(C)c3nc21,.,.,.,9.3%,7.0,7.0,.,1.9,-2.8
COc1ccc(CC(=O)N2CCC3(CC2)NCCc2[nH]cnc23)cc1,-0.5%,-1.7%,-17.3,-1.5%,21.8,3.6,-2.7%,0.8,-0.5
CCc1cc2cc(C)cc(C)c2[nH]c1=S,3.9%,-0.4%,-0.2,7.4%,-1.3,2.7,1.7%,1.0,-5.5
COc1cc(OC)cc(C(=O)NC2CCN(CCCOc3ccccc3)CC2)c1,-8.4%,-2.9%,10.1,2.6%,-11.1,-36.8*,-8.8%,7.1,-20.0
O=C(C=Cc1cccs1)c1ccc(Cl)s1,-6.2%,7.5%,-25.3,.,.,.,-18.9%,.,.
CCC1Oc2ccc(C)cc2N(CC(=O)NCc2ccco2)C1=O (configuration not stated),1.5%,-4.0%,4.3,-3.1%,-12.0,-6.0,0.2%,2.3,-2.7
CC(=O)CC1(C)OC(N)=C(C#N)C1(C#N)C#N (configuration not stated),-4.8%,-5.4%,-3.8,1.4%,9.3,-30.4*,-1.3%,0.0,4.0
O=C1NC2(Nc3ccccc31)C(=O)Nc1ccccc12 (configuration not stated),-2.7%,5.5%,11.8,2.1%,6.7,11.1,-5.3%,-3.8,-0.9
Cc1ccc2cccnc2c1N,9.8%,-1.3%,-6.3,-1.2%,.,-5.9,-1.1%,0.8,0.3
COc1ccc(C[C@@H]2CN3C(=NC[C@@H]3Cc3ccc(O)cc3)N2C[C@H](C)NC(=O)CCC2CCCCC2)cc1,-7.4%,-0.2%,.,0.8%,-6.0,-20.5,5.8%,2.7,3.5
O=C(CN1CCN(CC(=O)c2ccc(Cl)cc2)CC1)c1ccc(Cl)cc1,-5.4%,-1.1%,-4.0,.,.,.,0.7%,.,.
COc1ccc(C2CC(c3c(-c4ccccc4)c4cc(Cl)ccc4[nH]c3=O)=NN2S(C)(=O)=O)cc1OC (configuration not stated),5.1%,-9.1%,-25.4,1.0%,16.0,-0.6,-24.1%,1.9,1.1
CC(C)(C)OC(=O)N1CCC(C(N)=O)CC1,4.0%,-3.1%,1.8,-0.3%,9.4,1.6,6.6%,3.7,1.5
Cc1oc(-c2ccc(C(=O)Nc3ccc(F)cc3F)cc2)nc1COc1ccccc1,0.3%,-2.8%,-12.8,19.1%,6.7,18.6,3.6%,1.3,-2.0

# An excerpt; rates above refer to the full screens.
